esBAF inh = SWI/SNF esBAF complex inhibition | mouse ES cells, Bmi1-luciferase knock-in reporter, 24 h; 100% = twice the neutral-well signal | reporter increase, % at 12.5 µM | hit rate 2% among 350,000; in the data active = activation above about 40%; inconclusive = no clear call, values can overlap the other calls;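 note: 0% = median of the plate's neutral control wells and 100% = double that signal; a rise in the Bmi1 reporter signal indicates esBAF inhibition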
ARNT-TACC3 inh = disruptors of human ARNT/TACC3 interaction | Q9Y6A5 | AlphaScreen His-ARNT PAS-B/GST-TACC3 binding, luminescence; TACC3 fragment carries E629A point mutation | inhibition, % at 9.99 µM | hit rate 0.66% among 390,000 | AID 623870;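 active = mean inhibition of replicates at least 50% and at least half of replicates each reaching 50%; inconclusive = half or more replicates reach 50% but mean below 50%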;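 note: 0% = complete ARNT plus TACC3 wells and 100% = ARNT alone without TACC3; many hits fall short of the cut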
RAD54 inh = inhibitors of human RAD54 branch migration; Q92698; RAD54 Holliday junction branch migration, FAM/BHQ fluorescence; inhibition, % at 10.4 µM; hit rate 0.14% among 360,000; AID 602329;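 active = mean normalized replicate activity at least 40 and at least half of replicates scoring 40 or more; inconclusive = only one of the two criteria met; inactive = mean below 40 and under half of replicates reaching 40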;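 note: 0% = median of neutral control wells and 100% = median of positive control wells; inhibitors cause a drop in the FAM fluorescence signal; in these data hits start at about 50%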
Target sequence (Q92698 whole entry, looked up): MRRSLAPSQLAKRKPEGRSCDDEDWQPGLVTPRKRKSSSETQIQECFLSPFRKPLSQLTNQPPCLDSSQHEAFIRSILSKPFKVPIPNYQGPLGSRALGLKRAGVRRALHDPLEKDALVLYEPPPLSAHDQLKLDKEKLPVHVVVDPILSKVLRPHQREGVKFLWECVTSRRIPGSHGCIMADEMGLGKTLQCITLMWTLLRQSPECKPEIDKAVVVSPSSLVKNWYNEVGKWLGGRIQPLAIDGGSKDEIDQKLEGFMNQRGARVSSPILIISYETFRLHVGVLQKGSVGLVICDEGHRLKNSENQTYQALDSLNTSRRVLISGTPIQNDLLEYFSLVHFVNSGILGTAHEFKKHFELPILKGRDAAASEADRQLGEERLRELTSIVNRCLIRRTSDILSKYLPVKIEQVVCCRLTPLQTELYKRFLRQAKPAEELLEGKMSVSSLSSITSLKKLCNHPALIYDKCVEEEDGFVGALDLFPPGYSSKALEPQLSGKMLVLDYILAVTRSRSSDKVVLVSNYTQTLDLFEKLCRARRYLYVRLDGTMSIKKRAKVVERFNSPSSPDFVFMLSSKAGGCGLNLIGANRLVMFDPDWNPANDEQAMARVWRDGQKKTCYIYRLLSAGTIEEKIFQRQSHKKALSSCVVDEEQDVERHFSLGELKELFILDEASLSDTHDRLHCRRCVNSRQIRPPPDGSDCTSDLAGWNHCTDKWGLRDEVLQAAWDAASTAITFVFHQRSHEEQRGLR
* = called active by the depositor; ? = inconclusive. These rows are one share of the data; the hit share may differ from the screen's.

SMILES	esBAF inh	ARNT-TACC3 inh	RAD54 inh
O=S(=O)(CCc1nc2ccccc2o1)c1ccc(Cl)cc1	-10	-1	9
O=C(CN1CCN(C2CCCCC2)CC1)c1c[nH]c2ccccc12	1	-4	-9
COc1ccc(C2C(C(=O)NCc3ccccn3)c3cc(OC)c(OC)cc3C(=O)N2C)cc1 (stereo unspecified)	-6	-1	13
COc1ccccc1-c1coc2c(CN3CCN(C)CC3)c(O)ccc2c1=O	-8	7	7
CCOC(=O)C(/C=C(\C#N)C(=O)OCC)=C(/N)N1CCN(c2ccccc2)CC1	3	7	-8
COc1ccccc1COCC(O)CNCC1(N2CCCCC2)CCCCC1 (stereo unspecified)	2	-4	-12
CCCCC(=O)Nc1ccc2c(c1)C(=O)NC2=O	3	2	2
CCCCNC(=S)NC(=O)c1ccc([N+](=O)[O-])cc1	10	6	-5
CCC(c1nnnn1Cc1cccs1)N1CCN(C2CCCC2)CC1 (stereo unspecified)	1	0	-4
COc1ccc(CN2C(=O)CCC2(C)C(=O)NC2CCCCCC2)cc1 (stereo unspecified)	-7	-2	-19
COc1ccc(NC(=O)c2cc(S(=O)(=O)N3CCCCC3)ccc2N2CCCCC2)cn1	14	-2	1
COC(=O)c1cc2ccccc2c(-c2c(OC)c(C(=O)OC)cc3ccccc23)c1OC	-5	10	9
O=C(CC1Sc2ccccc2NC1=O)OCC(=O)N1CCc2ccccc21 (stereo unspecified)	14	-7	3
CCCC(=O)Nc1nnc(SCC(=O)NCc2cccs2)s1	-6	-10	0
CCOC(=O)C1CCCN(Cc2nc(N)nc(Nc3ccccc3)n2)C1 (stereo unspecified)	-2	48*	2
COC(=O)C1=C(C)N(C)C(C)=C(C(=O)OC)C1c1cccc(Br)c1	0	-14	-2
O=C(O)C1CCC(N2C(=O)C3CCCCC3C2=O)CC1 (stereo unspecified)	-1	-9	-8
O=C(COC(=O)CN1C(=O)c2ccccc2C1=O)Nc1ccc(S(=O)(=O)N2CCCC2)cc1	-10	4	3
Cc1cccc2c1CC(C)(C)N=C2C1=C(O)CCCC1=O	-4	-30	18
C=CCn1c(SC2CCOC2=O)nc2sc(C)c(C)c2c1=O (stereo unspecified)	-1	7	3
O=C1CC(c2ccccc2)CC(O)=C1C=NCc1ccco1 (stereo unspecified)	-2	1	-2
COC(=O)c1ccccc1NC(=O)CN1CCC(n2nnc3cc(F)ccc32)CC1	4	0	11
Cc1n[nH]c(=O)nc1NCc1ccco1	-5	-2	-1
COc1ccc(-c2cc(=O)n(-c3nc4ccccc4[nH]3)[nH]2)cc1	24	47*	5
CCOc1ccc(NC(=O)N2CCC(C(=O)c3ccc(F)cc3)CC2)cc1	2	-1	3
COc1ccc(C2C(C#N)=C(N)Oc3cc(C)n(Cc4ccncc4)c(=O)c32)cc1 (stereo unspecified)	0	-3	0
N=c1sccn1CC(=O)NCCc1ccc(Cl)cc1	6	-4	4
CCCCn1c(CCC(=O)O)nc2c1c(=O)[nH]c(=O)n2CCC	-4	24	7
Cc1ccccc1-c1nnc(-c2ccccc2)o1	43*	-6	6
O=C(NCCc1ccccc1)C(c1cccs1)N(C(=O)c1csnn1)C1CC1 (stereo unspecified)	-1	-18	-5
O=C(COC(=O)c1cc(S(=O)(=O)N2CCCCC2)ccc1N1CCOCC1)NC1CCCCC1	1	3	-10
CCOC(=O)c1[nH]nc(N)c1NC(=O)c1ccc(Cl)cc1Cl	27	-3	-1
COc1ccc(-n2c(=S)[nH]c3cc(C(=O)NCCCN4CCCC4=O)ccc3c2=O)cc1OC	-1	-3	-13
Cn1c(=O)[nH]c(=O)c2c1nc(N1CCc3ccccc3C1)n2CCSc1nc2ccccc2s1	-1	4	-1
COC(=O)c1[nH]c2ccc(C)cc2c1NC(=O)CN1CCN(Cc2ccccc2)CC1	8	-12	5
COCCn1c(C)cc(C2=NNC(=Nc3ccc(Cl)cc3Cl)SC2)c1C	5	-4	-3
CCC1(O)c2ccccc2-c2ncccc21 (stereo unspecified)	3	-15	7
CCOC(=O)c1c(N)sc(C(=O)N2CCCCCC2)c1C	8	12	2
CCCCn1cnc2c1c(=O)n(CC(=O)c1cc(C)n(C)c1C)c(=O)n2CC(C)C	-2	3	-2
O=C(Nc1ccc(Cl)cc1C(F)(F)F)c1ccc(Cl)cc1	49*	-3	2

A different layout for part of the listing above:
SMILES | esBAF inh | ARNT-TACC3 inh | RAD54 inh
O=C1CC(c2ccccc2)CC(O)=C1C=NCc1ccco1 (stereo unspecified) | -2 | 1 | -2
N=c1sccn1CC(=O)NCCc1ccc(Cl)cc1 | 6 | -4 | 4
CCOC(=O)c1c(N)sc(C(=O)N2CCCCCC2)c1C | 8 | 12 | 2
COc1ccc(-n2c(=S)[nH]c3cc(C(=O)NCCCN4CCCC4=O)ccc3c2=O)cc1OC | -1 | -3 | -13
COC(=O)c1[nH]c2ccc(C)cc2c1NC(=O)CN1CCN(Cc2ccccc2)CC1 | 8 | -12 | 5
COCCn1c(C)cc(C2=NNC(=Nc3ccc(Cl)cc3Cl)SC2)c1C | 5 | -4 | -3
Cc1n[nH]c(=O)nc1NCc1ccco1 | -5 | -2 | -1

The list continues:
SMILES	esBAF inh	ARNT-TACC3 inh	RAD54 inh
Cc1cc(C)nc(NC(=O)CCC2CCCC2)c1	6	-2	5
COCCCNC(=O)CCSc1ccc(Cl)cc1	-10	-7	16
O=C(O)c1cc(S(=O)(=O)N2CCCC2)ccc1Br	4	0	-7
C=C(C)CN=c1scc(C)n1/N=C/c1ccco1	12	-31	24
O=C(CN(C(=O)CNS(=O)(=O)c1ccccc1)C1CCCC1)NCc1ccco1	-3	-4	-2
COc1ccc(-c2cc(C(F)(F)F)c3c(=O)n(-c4ccccc4)[nH]c3n2)cc1	-10	3	-2
COc1ccc(C(OC(=O)c2cccs2)C(=O)NCC2CCCO2)cc1 (stereo unspecified)	1	-4	7
CC(C)CC(C(=O)O)N(Cc1ccccc1)Cc1ccccc1 (stereo unspecified)	-10	-11	-9
CC1CCCC(NC(=O)COC(=O)c2cc(S(=O)(=O)N3CCCCC3)ccc2N2CCOCC2)C1C (stereo unspecified)	-4	-4	-14
O=C(CCN1C(=O)C2CC=C(Cl)CC2C1=O)NCc1ccco1 (stereo unspecified)	-7	-1	1
C=C(C)c1cccc(C(C)(C)NC(=O)NCCCN2CCCC2=O)c1	-7	2	1
COc1ccccc1-c1noc(-c2ccccc2C(=O)Nc2ccccc2)n1	8	1	4
Cc1ccccc1NC(=O)CSc1nnnn1C	-1	2	-8
Cc1ccc(C)c(S(=O)(=O)Nc2ccccc2C(=O)Nc2cc(C)on2)c1	-1	-4	3
O=C(NCc1ccncc1)c1cccc(F)c1	-12	-19	9
CCCOc1ccc(CC(CC(=O)O)(C(=O)O)C(=O)O)cc1	-2	-19	6
Cc1ccc(-c2cc(C(=O)NCc3cccs3)no2)cc1	?	-4	5
COCCCNC(=O)C1CC(=O)N(c2ccc(C)cc2)C1 (stereo unspecified)	1	6	-1
CCCC(=O)Nc1ccc(Br)cn1	-2	4	2
CCc1cccc(NS(=O)(=O)c2c(C)n[nH]c2C)c1	-5	18	-7
CCn1c(C(O)c2ccccc2)nc2ccccc21 (stereo unspecified)	8	-1	3
Cc1cc(/C=N/n2cnnc2)c(C)n1-c1cc(Cl)ccc1Cl	-5	7	0
CC12CS(=O)(=O)CC1SC(=S)N2c1ccccn1 (stereo unspecified)	-10	2	-7
O=c1cc(CSc2nc3cc(Cl)ccc3o2)nc2sccn12	1	-2	2
CCCCCCNC(=O)c1c(O)c2ccccc2[nH]c1=O	10	-3	2
O=c1[nH]c2ccc(Cl)cc2c(O)c1-c1ccccc1	-6	-1	9
Cn1c(=S)[nH]c2cccnc21	-5	3	-1
COc1cccc(-c2c(NC(=O)c3ccco3)n(-c3ccc(C)cc3)nc(C)c2=O)c1	4	12	3
O=C(NNS(=O)(=O)c1ccccc1)c1ccncc1	-4	-3	3
C/C=C/c1ccc(OCCCNC)c(OC)c1	10	12	-7
Cc1ccc(C)n1-c1ccc(-n2cnnn2)cc1	6	1	-2
CCC(NC(=O)c1cc(COc2c(F)cccc2F)on1)c1ccncc1 (stereo unspecified)	9	-14	-14
NC(=O)CSc1nnc(-c2cnccn2)n1-c1ccccc1	-1	6	5
CC(C)Cc1nnc(NC(=O)c2ccncc2)s1	1	-4	4
Cc1cc(N2CCOCC2)nc2ccc(NC(=O)CCC(=O)N3CCCCC3)cc12	1	-5	-9
CC(C)C(=O)Nc1nnc(SCC(=O)N2c3ccccc3CC2C)s1 (stereo unspecified)	2	-1	6
CCn1c(CSCc2ccc(F)cc2)nnc1SCC(=O)NCc1ccccc1	-12	1	-1
C=CCNC(=O)CCCOc1cccc(C)c1	-1	-2	-8
NC(=O)COC(=O)CCCc1c[nH]c2ccccc12	-5	-9	21
Cc1ccc(C(=O)C2(C)C3c4cc(Br)ccc4OC(=O)C32C(=O)c2ccco2)cc1 (stereo unspecified)	-11	1	-12

Four entries out of the list, sorted by SMILES length, descending.
SMILES	esBAF inh	ARNT-TACC3 inh	RAD54 inh
COc1cccc(-c2c(NC(=O)c3ccco3)n(-c3ccc(C)cc3)nc(C)c2=O)c1	4	12	3
CC12CS(=O)(=O)CC1SC(=S)N2c1ccccn1 (stereo unspecified)	-10	2	-7
O=C(NNS(=O)(=O)c1ccccc1)c1ccncc1	-4	-3	3
Cc1ccc(C)n1-c1ccc(-n2cnnn2)cc1	6	1	-2

Taken from above.
ARNT-TACC3 inh, CCn1c(CSCc2ccc(F)cc2)nnc1SCC(=O)NCc1ccccc1 reads 1
RAD54 inh, O=c1[nH]c2ccc(Cl)cc2c(O)c1-c1ccccc1 reads 9
ARNT-TACC3 inh, C=CCNC(=O)CCCOc1cccc(C)c1 reads -2

Following part
SMILES	esBAF inh	ARNT-TACC3 inh	RAD54 inh
COc1ccccc1N(CC(=O)NC1CCCCC1)S(C)(=O)=O	1	6	0
O=C(NCC1CCCO1)c1c(O)c2cccc3c2n(c1=O)CC3 (stereo unspecified)	18	1	7
CCn1c(Sc2nc(C)nc3scc(-c4cccs4)c23)n[nH]c1=O	-1	-4	1
COC(=O)C(NC(=O)c1ccc(OC)cc1)(Nc1ncc(S(=O)(=O)c2ccc([N+](=O)[O-])cc2)s1)C(F)(F)F (stereo unspecified)	0	11	1
COc1cc(/C=N/n2cnnc2)ccc1OCc1ccccc1	21	5	0
CNC(=O)CN(Cc1ccccc1)S(=O)(=O)c1ccccc1	-10	-7	-5
O=Cc1ccc(C(=O)OCC(=O)NC(=O)Nc2ccccc2F)cc1	3	-20	-4
Cc1ccc2cc(C#N)c(N3CCCN(C(=O)C4CCCO4)CC3)nc2c1C (stereo unspecified)	-4	-10	-11
CCOC(=O)c1sc(=NC(=O)c2ccc(S(=O)(=O)N3CC(C)OC(C)C3)cc2)n(C)c1C (stereo unspecified)	-3	-14	-8
Cc1ccc(C(=O)CC2(O)C(=O)N(Cc3ccccc3Cl)c3ccccc32)o1 (stereo unspecified)	-2	1	2
Cc1c(C)n(CC(O)CN2C(=O)c3ccccc3S2(=O)=O)c2ccccc12 (stereo unspecified)	0	-5	3
CCOC(=O)Cn1c(C)nc2ccccc21	1	-9	0
CC(=O)Nc1cccc(C(=O)/C=C/c2ccco2)c1	3	-1	-3
CCOc1ccccc1NC(=S)/C(=C(\[O-])c1ccc2c(c1)OCCO2)[n+]1ccc(CC)cc1	13	4	-2
COc1cc(/C=c2\sc3n(c2=O)CCCN=3)ccc1O	15	0	11
Cc1ccc(S(=O)(=O)NCc2ccc(C(=O)NCCCN3CCN(C)CC3)cc2)cc1	-7	5	7
OC(CN1c2ccccc2Sc2ccccc21)Cn1nnc2ccccc21 (stereo unspecified)	20	2	6
CCOC(=O)CCCNC(=O)COC(=O)c1cc2ccccc2cc1O	-10	29	8
Fc1cnc(N2CCOCC2)nc1N1CCc2ccccc21	37	-5	13
O=c1[nH]c(CN2CCN(c3ccc([N+](=O)[O-])cc3)CC2)nc2ccsc12	1	-3	-5
CCCNC(=O)NC(C(=O)OC)C12CC3CC(CC(C3)C1)C2 (stereo unspecified)	-1	1	-6
Cc1[nH]nc2c1C(c1ccc(F)cc1)C1=C(CC(C)(C)CC1=O)N2 (stereo unspecified)	2	-5	-15
O=C(CN1CCN(C(=O)c2ccccc2)CC1)Nc1ncc(Br)cc1Br	-2	2	3
CN(C)c1ccc(C(C(=O)NC(C)(C)C)N(C(=O)c2csnn2)C2CC2)cc1 (stereo unspecified)	6	-8	-8

Structures listed so far that bear a hit mark in esBAF inh.
SMILES	esBAF inh	ARNT-TACC3 inh
Cc1ccccc1-c1nnc(-c2ccccc2)o1	43*	-6
O=C(Nc1ccc(Cl)cc1C(F)(F)F)c1ccc(Cl)cc1	49*	-3
